# Compound activity (PubChem)
# SRC3 TRFRET art = TR-FRET artefact, counter-screen to PPARgamma/SRC-3 agonist assay. PPARgamma/SRC-3 format; active compounds read high. TR-FRET ratio at 8 µM. 99,000 compounds, 0.39% hits; in the data active means TR-FRET ratio above about 2000; further: inactives centre near 1600; reference of the scale not given here
# SRC1 TRFRET art = flags TR-FRET format artefacts in PPARgamma SRC-1 recruitment agonist screen; 99,000 compounds, 0.34% hits; TR-FRET detection artefact counter-screen, emission ratio; active compounds read high; TR-FRET ratio at 8 µM; AID 1051; in the data active means TR-FRET ratio above about 2300; further: inactives centre near 1800; reference of the scale not given here
# The depositor's hits bear a star. An excerpt, so the mix of outcomes need not match the whole.
# The first 7 records, to show the layout:
SMILES,SRC3 TRFRET art,SRC1 TRFRET art
CCN1CCN(c2cc(N3CCCC3)c(F)cc2[N+](=O)[O-])CC1,1676,1944
Fc1ccc(CNCCc2ccccc2F)cc1,1643,1858
Cn1c(O)c(C=Nc2ccccc2Sc2ccccc2)c(=O)n(C)c1=O,1794,1769
CSc1ccc(C(c2c(O)c3ccccc3oc2=O)c2c(C)n(C)n(-c3ccccc3)c2=O)cc1 (centres undefined),1487,1944
CCOP(=O)(OCC)C(NC(=O)c1ccc(C)cc1)=C(Cl)Cl,1772,1752
O=c1[nH]c(=S)n(-c2ccccc2F)c(O)c1C=Nc1ccc(N2CCOCC2)cc1,1603,2043
CC(=O)Nc1nc(CCl)cs1,1472,1662

# All compounds of this part, from the first entry:
SMILES,SRC3 TRFRET art,SRC1 TRFRET art
CCN1CCN(c2cc(N3CCCC3)c(F)cc2[N+](=O)[O-])CC1,1676,1944
Fc1ccc(CNCCc2ccccc2F)cc1,1643,1858
Cn1c(O)c(C=Nc2ccccc2Sc2ccccc2)c(=O)n(C)c1=O,1794,1769
CSc1ccc(C(c2c(O)c3ccccc3oc2=O)c2c(C)n(C)n(-c3ccccc3)c2=O)cc1 (centres undefined),1487,1944
CCOP(=O)(OCC)C(NC(=O)c1ccc(C)cc1)=C(Cl)Cl,1772,1752
O=c1[nH]c(=S)n(-c2ccccc2F)c(O)c1C=Nc1ccc(N2CCOCC2)cc1,1603,2043
CC(=O)Nc1nc(CCl)cs1,1472,1662
CCCNC(=O)N1CCC2(CC1)OCCO2,1275,1680
CC(C)(C)NC(=O)NC(=O)CN1CC=C(c2ccccc2)CC1,1646,1865
CCOC(=O)C(O)(c1ccc(N=Cc2ccccc2O)c(C)c1)C(F)(F)F (centres undefined),1674,1756
Cc1ccc(C(O)(C(=O)NNC(=O)CN2CCN(C)CC2)c2ccc(C)cc2)cc1,1600,1793
COc1ccc(/C=N\N=C(N)N)cc1,1614,1960
Clc1ccc(OCC#CCN2CCCC2)cc1,1394,1590
N/C(=N\[N+](=O)[O-])N1CCN(C(=O)c2ccccc2)CC1,1211,1673
CCOP(=O)(OCC)C(NC(=O)c1ccccc1)C(Cl)(Cl)Cl (centres undefined),1684,1877
COc1ccc(OCC(=O)N2CCN(Cc3ccc4c(c3)OCO4)CC2)cc1,1394,1758
O=C(c1ccccc1)C(CN1CCCC1)c1ccccc1 (centres undefined),1657,1745
CCCCCCNc1nc(OC)nc(N2CC3CC(C2)c2cccc(=O)n2C3)n1 (centres undefined),1524,1706
O=c1[nH]c(=O)n(-c2cccc3ccccc23)c(O)c1/C=N/N1CCCCC1c1cccnc1 (centres undefined),1523,1952
O=C(c1cn(Cc2ccccc2)c2ccccc12)C1CC1,1430,1723
COC(=O)[C@]1(C)C[C@H]1[C@H](NP(=O)(c1ccccc1)c1ccccc1)c1ccccc1,1506,1783
Fc1ccc(C2NCCc3[nH]cnc32)cc1 (centres undefined),1530,1716
CCOP(=O)(OCC)C(NC(=O)Cc1ccccc1)C(Cl)(Cl)Cl (centres undefined),1390,1896
Cc1cccc(CN2CCCC(C(=O)c3cccc(OC(C)C)c3)C2)n1 (centres undefined),1704,1794
Cc1ccc(C(C)C)c(OCC(=O)N2CCN(Cc3nc4cc([N+](=O)[O-])ccc4n3C)CC2)c1,1711,1708
CCc1ccc(N2C(=O)NC(=O)/C(=C\c3cccn3CCOc3ccc(C(C)C)cc3)C2=O)cc1,1820,1745
N#Cc1ccc(OCC(=O)N2CCN(Cc3ccc4c(c3)OCO4)CC2)cc1,1464,1824
CCOc1c(Cl)cc(CNCCc2c[nH]c3ccccc23)cc1OC,1543,1901
Cc1ccc(-n2c(/C=C/c3ccc4c(c3)OCO4)nc3ccccc3c2=O)cc1,1691,1977
CCOc1ccc(CC2(CCc3ccncc3)C(=O)NC(=O)NC2=O)cc1,1447,1623
CC(C(=O)c1ccc2ccccc2c1)N1CCCCC1 (centres undefined),1841,1897
Cc1cccc(C)c1OP(N)(=O)OCC(F)(F)F (centres undefined),1765,1714
CC(Cc1ccccc1)NC(=O)Cc1ccc(N(C)C)cc1 (centres undefined),1701,1730
O=C(c1ccc(Cl)cc1)C1CCCN(Cc2ccc3c(c2)OCCO3)C1 (centres undefined),1531,1707
CCCCn1c(=O)c(C(=O)NCc2ccco2)c(O)c2ccccc21,1703,1831
c1cncc(C2CC(c3cccs3)n3ncnc3N2)c1 (centres undefined),1416,1826
O=c1[nH]c(O)c(N=Nc2ccc3c(c2)OCCO3)c(=O)[nH]1,1473,1806
O=C1CC(c2cccnc2)=NN1c1ccccc1,1537,2135
CC(C)OC(=O)C1C2c3ccccc3C(c3ccccc32)C1C(=O)O (centres undefined),1523,1650
O=C1NC(=O)C2(Cc3ccccc3N3CCCC32)C(=O)N1c1ccc(Cl)cc1 (centres undefined),1597,1835
CN1CC(C(=O)c2ccc(Cl)cc2)C(c2ccc(N(C)C)cc2)C1 (centres undefined),1532,1673
NCCc1ccc(S(N)(=O)=O)cc1,1616,1670
CCOc1cc(CNCCc2c[nH]c3ccccc23)cc(Cl)c1OC,1434,1799
C[C@H]1C[C@@H](C)C(=O)[C@@H]([C@H](O)CC2CC(=O)NC(=O)C2)C1,1658,1903
CCC(C)C1(CC)C(=O)NC(=O)N=C1N (centres undefined),1541,1654
Cc1ccc(C2=NC(C)(C)N3C2C3c2ccc([N+](=O)[O-])cc2)cc1 (centres undefined),1570,2033
COc1ccc(C(C)=O)cc1CC(C(=O)c1ccc(C)cc1)N(C)C (centres undefined),1432,2150
O=C1/C(=C\c2cc3c(cc2Cl)OCO3)N2CCC1CC2,1533,1877
O=c1c2ccccc2nc(-c2ccccc2)n1-c1nccs1,1717,1979
C=C1C[C@@H]2[C@H](CC[C@]3(C)C(=O)CC[C@@H]23)[C@@]2(C)C=CC(=O)C=C12,1268,1381
C[n+]1c(-c2ccccc2)cc(-c2ccc(O)cc2)cc1-c1ccccc1,1432,1835
O=C1NC(=O)C(CCc2ccncc2)(Cc2cccc(Cl)c2Cl)C(=O)N1c1ccc(Br)cc1 (centres undefined),1638,1706
Cc1ccc(OCC(=O)Nc2ccc(Cl)cc2C(=O)c2ccccc2)cc1,1393,1678
CCn1c(O)c(C=NCc2ccccc2)c(=O)[nH]c1=S,1668,1885
O=C(c1cccc(C(F)(F)F)c1)C1CCCN(Cc2ccccc2O)C1 (centres undefined),1550,1890
COc1cc(/C=C2\C(=O)NC(=O)N(c3ccccc3)C2=O)c([N+](=O)[O-])cc1OC,1753,1809
COc1cccc(-n2c(CN3CCN(C)CC3)nc3ccc([N+](=O)[O-])cc3c2=O)c1,1564,1727
O=C1CN=C(c2ccccc2F)c2cc(Cl)ccc2N1,1465,1461
CSc1ccccc1C(=O)C1CCCN(Cc2ccccn2)C1 (centres undefined),1575,1636
O=C1CC(=O)N(c2ccc(Cl)cc2Cl)C(=O)N1,1642,1967

# Looked up above:
# `Cc1ccc(C2=NC(C)(C)N3C2C3c2ccc([N+](=O)[O-])cc2)cc1` (centres undefined) @ SRC1 TRFRET art = 2033
# `O=C(c1cccc(C(F)(F)F)c1)C1CCCN(Cc2ccccc2O)C1` (centres undefined) @ SRC3 TRFRET art = 1550

# More compounds:
SMILES,SRC3 TRFRET art,SRC1 TRFRET art
Cc1ccc(CN2CCN(Cc3ccccc3)CC2)cc1,1544,1950
CCCCn1c(=O)c(C=Nc2ccc(Cl)cc2)c(O)n(Cc2ccco2)c1=O,1688,1901
COc1ccc(OCC#CCN2CCC(C)CC2)cc1,1381,1717
CCOC(=O)CC(NC(=O)C(Cc1ccc(N(CCCl)CCCl)cc1)NC(C)=O)C(=O)OCC (centres undefined),1613,1901
CCCOP(=O)(OCCC)C(NC(=O)c1ccccc1)=C(Cl)Cl,1527,1419
O=C(C(=O)N1CCOCC1)c1cn(CCCOc2ccccc2)c2ccccc12,1473,1668
Cc1cccn2c(NCC3CCCO3)c(C(C)C)nc12 (centres undefined),1554,1851
COc1ccc(/C=C2\C(=O)NC(=S)N(C)C2=O)cc1C,1472,1509
O=C(NC1CN2CCC1CC2)c1cc(Cl)c([N+](=O)[O-])c2nc[nH]c12 (centres undefined),1639,1682
CCOC(=O)c1c(C)n(C(C)C)c2ccc(OC(=O)c3ccc(N4C(=O)CCC4=O)cc3)cc12,1667,1505
O=C1NC(=O)N(Cc2ccc(F)cc2)C(=O)/C1=C/c1cccs1,1587,1627
CCc1nnc(NS(=O)(=O)c2ccc(N=Cc3c(O)n(-c4ccccc4)c(=O)[nH]c3=O)cc2)s1,1636,1758
COc1cc(C)cc(CN2CC=C(c3ccccc3)CC2)c1O,1684,2088
COc1ccc(C(O)c2ccccc2OP(=O)(N(C)C)N(C)C)cc1 (centres undefined),1556,1383
Cc1ccccc1NC1=NCC(C)S1 (centres undefined),1565,1638
COc1ccc(CC2(CCc3ccncc3)C(=O)NC(=O)NC2=O)cc1,1475,1628
O=C1NC(=O)N(c2ccc3c(c2)OCO3)C(=O)/C1=C/c1cccs1,1808,1974
CN(C)c1nc(N(C)C)nc(N(C#N)CCCl)n1,1459,2016
C[C@@H]1C2C[C@@]34COC(=O)C3=CC=C[C@H]4[C@@]13C[C@H](c1ccoc1)O[C@@H]3O2,1442,1684
O=P(Nc1cccnc1)(Oc1ccccc1Cl)Oc1ccccc1Cl,1492,1413
CN1CCc2nc(SCc3ccccc3Br)c(C#N)cc2C1,1400,1761
CN1C(=O)CN=C(c2ccccc2)c2cc(Cl)ccc21,1384,1718
CC1CCC(C(C)C)C(OC(=O)COC(=O)c2ccccc2N)C1 (centres undefined),1584,1788
COc1ccc(CN2C(=O)CC(=O)NC2=S)cc1,1576,1839
CCOC(=O)C1CCN(/C=C2\C(=O)NC(=S)N(CC)C2=O)CC1,1375,1586
Cc1ccc(S(=O)(=O)N(c2cc(Cl)c(O)c(Cl)c2)P(=O)(OC(C)C)OC(C)C)cc1,1654,1589
CC(C)CN1CCN(Cc2c(F)cccc2Cl)CC1CCO (centres undefined),1479,1485
CCC(C)n1c(C)cc(C(N)=O)c1C (centres undefined),1589,1777
O=C1/C(=C/c2ccc3c(c2)OCO3)N2CCC1CC2,1676,1667
O=C(CN1CC(c2ccccc2)CC1=O)Nc1ccc(F)cc1 (centres undefined),1390,1964
Cc1nn(Cc2ccccc2)c(Cl)c1C(=O)NC1CCCc2ccccc21 (centres undefined),1612,1834
COc1cc(C=C2C(=O)NC(=O)NC2=O)ccc1OCc1ccc([N+](=O)[O-])cc1,1597,1880
COc1ccc(-c2cc(-c3ccccc3)[n+](C)c(-c3ccccc3)c2)cc1,1479,1694
CCOP(=O)(OCC)C1(O)C(=O)Nc2ccccc21 (centres undefined),1528,1646
O=Cc1cn(Cc2ccccc2F)c2ccccc12,1512,1696
Cc1nn(Cc2ccccc2Cl)c(C)c1C(=O)NC1CCCc2ccccc21 (centres undefined),1304,1486
CCc1ccc(/C=C(/C#N)C(N)=S)cc1,1864,2154
CCC(=O)O[C@@H]1[C@@H](OC(C)=O)[C@@]2(O)C(C[C@H](O)C2(C)C)[C@](C)(O)[C@H]2CC[C@@H]3[C@@H](O)[C@]12C[C@@]3(C)O (some centres undefined),1562,1717
N#CCCn1cc(C(=O)NCc2ccccc2)c(-c2ccccc2)n1,1605,1748
CCc1cc2c(s1)NC(=O)CN=C2c1cccs1,1660,1714

# An excerpt from the list above:
SMILES,SRC3 TRFRET art,SRC1 TRFRET art
CSc1ccc(C(c2c(O)c3ccccc3oc2=O)c2c(C)n(C)n(-c3ccccc3)c2=O)cc1 (centres undefined),1487,1944
CCOP(=O)(OCC)C(NC(=O)c1ccc(C)cc1)=C(Cl)Cl,1772,1752
O=c1[nH]c(=S)n(-c2ccccc2F)c(O)c1C=Nc1ccc(N2CCOCC2)cc1,1603,2043
CC(=O)Nc1nc(CCl)cs1,1472,1662
CCCNC(=O)N1CCC2(CC1)OCCO2,1275,1680
CC(C)(C)NC(=O)NC(=O)CN1CC=C(c2ccccc2)CC1,1646,1865
CCOC(=O)C(O)(c1ccc(N=Cc2ccccc2O)c(C)c1)C(F)(F)F (centres undefined),1674,1756

# Continuation:
SMILES,SRC3 TRFRET art,SRC1 TRFRET art
COCCCn1c(-c2ccc(OC)cc2)cc(C(=O)NC2CCCCCCC2)c1C,1643,1826
COc1ccc(N2C(=O)CC(N3CC=C(c4ccccc4)CC3)C2=O)cc1 (centres undefined),1548,1810
CC(=O)c1cn(CCCOc2ccccc2)c2ccccc12,1770,1780
C[N+]1(C)C2CCC1CC(OC(=O)C(CO)c1ccccc1)C2 (centres undefined),1562,1799
CN1c2ccc([N+](=O)[O-])cc2CC2(C(=O)NC(=O)N(c3ccccc3)C2=O)C1c1ccccc1 (centres undefined),1562,1666
O=c1c2cc(Br)ccc2[nH]c(=S)n1-c1ccccc1,1568,1805
O=C1NC(=O)C(=Cc2cc(Cl)ccc2OCc2ccc(C(=O)O)cc2)C(=O)N1,1567,1933
CCN1C(=O)C(=C2C=C(C)N(Cc3ccco3)C(C)=C2)C(=O)N(CC)C1=S,2039,1902
CN(C)/C=C1/C(=O)NC(=O)N(CCNc2ncc(C(F)(F)F)cc2Cl)C1=O,1634,1829
CC(=O)N1CCC(N2CCCC(C(=O)c3cccc(Cl)c3)C2)CC1 (centres undefined),1429,1508
O=P(Nc1ccccc1)(Nc1ccccc1)Oc1ccccc1,1706,2143
[N-]=[N+]=NCc1cn2cccnc2n1,1485,1771
Cc1c(C=O)c2ccccc2n1Cc1ccc(F)cc1,1476,1730
CNc1cc(N2CCNCC2)ccc1[N+](=O)[O-],1450,1486
CCOC(=O)C(O)(c1ccc(N(CC)C(=O)COc2ccccc2)cc1)C(F)(F)F (centres undefined),1513,1662
Cn1cccc1/C=C1\C(=O)NC(=O)N(CCC2=CCCCC2)C1=O,1583,1658
Cc1ccc(NP(=O)(c2ccccc2)c2nc3ccccc3s2)cc1 (centres undefined),1618,2151
